FEN1 inhibitor: human FEN1 inhibition | Recombinant FEN1 flap cleavage, fluorescence, 15 min | AID 588795 | Potency, µM (titrated, usually from 114 µM), without a hit: top-dose activity change, negative = inhibition, hits mostly inhibitors | P39748 | 390,000 compounds, 0.35% hits; also: nearly all actives have a fitted effect of over 65% in size
Target sequence (P39748 whole entry, looked up): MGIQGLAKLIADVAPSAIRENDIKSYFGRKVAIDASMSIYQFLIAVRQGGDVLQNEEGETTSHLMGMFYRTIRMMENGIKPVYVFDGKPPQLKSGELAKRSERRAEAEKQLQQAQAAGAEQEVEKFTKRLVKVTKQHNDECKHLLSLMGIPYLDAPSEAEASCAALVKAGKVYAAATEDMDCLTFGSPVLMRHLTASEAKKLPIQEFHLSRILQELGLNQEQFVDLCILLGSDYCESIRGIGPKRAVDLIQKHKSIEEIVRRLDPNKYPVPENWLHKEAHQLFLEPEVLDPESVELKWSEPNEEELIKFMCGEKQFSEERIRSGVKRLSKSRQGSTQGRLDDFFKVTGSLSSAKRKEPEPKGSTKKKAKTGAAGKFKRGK
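Nuclease activity of 10 nM FEN1 was measured after 15 min of room-temperature exposure to titrated compounds, by adding 50 nM flap substrate and reading plates at 0 and 15 min.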
TDP1 cell CPT: growth inhibition of DT40 Tdp1-/-;hTDP1 cells with camptothecin (screen for TDP1 inhibitors); chicken DT40 Tdp1-/-;hTDP1 cells + 20 nM CPT, ATP luminescence, 48 h; Potency, µM (titrated, usually from 46.2 µM), for inactives: top-dose activity change, negative = growth inhibition, most hits filed as inhibitors; 420,000 compounds, 12% hits; AID 686979; also: nearly all actives have a fitted effect of over 55% in size
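Cell growth measured by CellTiter-Glo luminescence after a minimum 48 h, 37 C compound exposure with 20 nM CPT in Tdp1-knockout DT40 cells stably expressing hTDP1, seeded 400/well; qHTS titration format.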
N370S GC: N370S glucocerebrosidase modulation, Gaucher chaperone candidate. P04062. N370S GC spleen homogenate, 4MU-glucoside fluorescence. Potency, µM (top dose mostly 59.4 µM), for the others: top-dose activity change, negative = inhibition, hits mostly inhibitors. 330,000 compounds, 0.092% hits;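 also: 0% = full enzyme activity and -100% = no enzyme basal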
Numbers without * were called inactive; ? = inconclusive; / = not tested or not shown; [ ] = dose if it differs, or a comment. Calls follow the shape of the dose curve; as a rule, active = well fitted curve in the direction sought with a large enough effect; inconclusive = small, poorly fitted or top-dose-only effect, or another doubt; inactive = no such curve, though single readings can be large; an effect the other way counts as inactive or inconclusive. Unless noted, % is scaled to controls: 0 for no effect and ±100 for the full control effect; potency is read from the fitted curve at half-maximal effect. This is a subset, so the mix of outcomes need not match the whole.

SMILES	FEN1 inhibitor	TDP1 cell CPT	N370S GC
Cc1cc2cc(CN(CCCN3CCOCC3)C(=O)NC3CCCCC3)c(=O)[nH]c2cc1C	-16.3%	?	?
O=C(CSc1ccc2ccccc2n1)N/N=C/c1ccc(O)cc1	-8.8%	?	3.0%
CCCNC(=O)c1ccccc1NC(=O)C1COc2ccccc2O1 (stereo unspecified)	1.2%	-10.8%	-20.2%
COc1ccc(CCNC(=O)CCc2cn(Cc3ccccc3Cl)c3ccccc23)c(OC)c1	-12.5%	?	/
Nc1nc(-c2cccnc2)nn1C(=O)c1ccc(Cl)cc1	-4.2%	-29.9%	7.2%
O=C(Cc1c(C(=O)O)[nH]c2ccc(Cl)cc12)Nc1ccc2c(c1)OCCO2	-7.5%	13.7%	-5.1%
O=C(CSc1n[nH]c(-c2ccccc2)n1)N1CCOCC1	8.8%	-13.4%	-1.2%
CCOC(=O)c1c(NC(=O)C2(C)Cc3ccccc3C(=O)O2)sc2c1CCCC2 (stereo unspecified)	-1.2%	18.4µM*	11.5%
Cc1ccc(C(=O)Oc2ccccc2N2CCOCC2)cc1	10.6%	1.8%	-3.1%
FC(F)Oc1ccc(/C=N/n2c(Cc3ccc(Br)cc3)n[nH]c2=S)cc1	-6.5%	?	-3.0%
Cc1ccc(-c2noc(CSc3nnc(Cc4cccs4)n3-c3ccccc3)n2)cc1	-21.7%	20.6µM*	?
CCCNC(=O)C1CCN(c2ccc(S(=O)(=O)N3CCOCC3)cc2Cl)CC1	-2.5%	14.6µM*	0.0%
Cc1sc2ncn(CC(=O)NCCCC(=O)N3CCN(c4ncccn4)CC3)c(=O)c2c1C	1.5%	-7.3%	0.5%
CN(CC(=O)NC(=O)NCc1ccccc1)CC(=O)Nc1ccc(Cl)c(C(F)(F)F)c1	-20.4%	18.4µM*	?
C=CCn1c(SCc2c(C)noc2C)nc2sc3c(c2c1=O)CCCC3	-5.1%	18.4µM*	17.8%
CSc1ccccc1NC(=S)N/N=C/c1cccn1Cc1cccc(C)c1	7.4%	7.3%	12.3%
CCOC(=O)c1sc2nc(C)[nH]c(=S)c2c1C	3.3%	?	0.6%
CC(=O)Nc1ccc(C2=CC(=O)CC(C)(C)C2)cc1	3.4%	?	/
COc1ccc(Nc2cc(C(=O)NC3CCCC3)c3ccccc3n2)cc1	15.2%	?	/
CCOC(=O)c1sc(NC(=O)C2CC(=O)N(c3ccc(C)cc3)C2)nc1C (stereo unspecified)	0.9%	-7.0%	-22.9%

Entries of single compounds as entered above. Order of values: FEN1 inhibitor, TDP1 cell CPT, N370S GC
Cc1ccc(-c2noc(CSc3nnc(Cc4cccs4)n3-c3ccccc3)n2)cc1 in the list: -21.7%, 20.6µM*, ?
CN(CC(=O)NC(=O)NCc1ccccc1)CC(=O)Nc1ccc(Cl)c(C(F)(F)F)c1 in the list: -20.4%, 18.4µM*, ?

(listing goes on)
SMILES	FEN1 inhibitor	TDP1 cell CPT	N370S GC
Cc1c(C)n(Cc2ccccc2)c2ncnc(Cl)c12	-15.2%	14.6µM*	0.0%
Nc1cc(=O)[nH]c(SCc2cccc(Cl)c2)n1	8.7%	23.1µM*	-9.1%
Cc1sc2ncn(CC(=O)NCC(=O)N(C)Cc3ccccc3)c(=O)c2c1C	12.6%	?	5.2%
COc1ccc(NC(C)=O)cc1CNC(=O)COc1ccccc1C(=O)Nc1cccc(C)c1C	-7.3%	?	2.4%
COc1ccc(N/C=C(\[N+](=O)[O-])S(=O)(=O)c2ccccc2)cc1	-2.5%	?	0.6%
CCCCCCCSc1nnc(N)s1	-1.1%	-0.1%	-1.1%
O=[N+]([O-])c1ccc(C2CCCC/C2=N/O)c([N+](=O)[O-])c1 (stereo unspecified)	-2.3%	-11.6%	4.4%
Cc1ccc2c(c1)N(CCC(=O)NCC1COc3ccccc3O1)C(=O)CO2 (stereo unspecified)	0.2%	?	-2.5%
CN(C)CC1(C)Cc2ccsc2C1O (stereo unspecified)	4.9%	1.5%	/
COc1ccc(C(=O)NCc2nnc(SCC(=O)Nc3nnc(C)s3)o2)cc1	12.9%	-1.0%	8.0%
COc1ccc(-n2c(SCC(=O)Nc3cc(C)on3)nc3ccc(O)cc3c2=O)cc1OC	-4.0%	2.2%	2.0%
Cc1ccc(CNC(=O)c2ccc(N3CCCC3)c(NC(=O)Nc3ccc(F)c(Cl)c3)c2)cc1	13.8%	-2.3%	/
Cc1ccccc1N(C(=O)c1snc(C(N)=O)c1N)C(C)C(=O)NC1CCCCC1 (stereo unspecified)	5.8%	7.3%	?
CC(Sc1n[nH]c(N)n1)C(=O)C12CC3CC(CC(C3)C1)C2 (stereo unspecified)	-12.8%	-26.2%	7.3%
COc1cc(OC)c(C2Nc3cccc4cccc(c34)N2)c(OC)c1	-21.6%	20.6µM*	-7.9%
COc1ccccc1C1CCN(Cc2ccccc2)CC1	3.6%	?	3.4%
Cc1cc(Nc2cccc(F)c2)nc(N2CCOCC2)n1	2.1%	-14.0%	-1.5%
CCOC(=O)C1(Cc2cccc(OC)c2)CCCN(C(=O)c2cc(C)[nH]n2)C1 (stereo unspecified)	6.0%	1.2%	-2.7%
Cc1cc(OCC(=O)NNC(=O)c2ccncc2)ccc1C(C)C	3.1%	-12.1%	-2.2%
COc1ccccc1C(=O)NCCC(=O)N(C)CC(=O)Nc1ccc(N2CCOCC2)cc1	0.4%	-2.6%	4.8%
CCC(CC)C(=O)c1c[nH]c(C(=O)N2CCN(c3ccccc3)CC2)c1	8.3%	-14.6%	4.1%
Cc1ccc2[nH]c(O)c(N=NC(=O)C3CC3c3ccccc3)c2c1Br (stereo unspecified)	6.7%	20.6µM*	?
Cc1ccc(C2C(C#N)=C(N)N(c3ncn[nH]3)C3=C2C(=O)CC(C)(C)C3)cc1 (stereo unspecified)	-9.6%	12.1%	10.4%
Cc1cccc(OCC(=O)NCCCNC(=O)c2ccccn2)c1	13.9%	12.5%	-0.2%
CCc1ccccc1N(CC)C(=O)C(=O)Nc1ccc2nc3n(c(=O)c2c1)CCCCC3	-14.1%	?	/
O=C(c1ccc(CSc2nc3ccncc3n2Cc2ccccc2)cc1)N1CCCCCC1	13.8%	9.2µM*	/
COc1ccc(NC(=O)CN(C)C(=O)CCNC(=O)c2ccccc2OC)cc1	1.5%	7.3%	4.0%
CC(=O)NC1CC(=O)N(c2ccc3c(c2)OCCO3)C1 (stereo unspecified)	24.0%	-0.8%	/
C=C1CCN([C@@H](CC(C)C)C(=O)N2CCCC2)S(=O)(=O)c2ccccc21	17.2%	?	/
CCC(C)Sc1nc2c(c(=O)[nH]c(=O)n2C)n1CC(O)COc1cccc2ccccc12 (stereo unspecified)	0.2%	-23.5%	-6.6%[2.35 µM]
Cc1csc(N2CCc3ccccc32)n1	-1.0%	1.5%	2.2%
CCC1SC(=NC(=O)c2ccc(Cl)c(Cl)c2)NC1=O (stereo unspecified)	7.2%	-25.6%	0.2%
Nc1nc(SCC(=O)NCCCN2CCOCC2)nc2sc3c(c12)CCC3	-2.5%	-16.5%	-17.5%
CCS(=O)(=O)c1ncc(N(Cc2ccc(F)cc2)Cc2ccco2)c(C(=O)Nc2cc(C)ccc2C)n1	-4.5%	?	/
CCCN1C2CCCC1CC(NC(=S)Nc1cc(C)cc(C)c1)C2 (stereo unspecified)	-12.4%	?	-1.8%
Cc1ccc(-c2cc3c(n2-c2ccc(C(=O)O)cc2)CCCC3=O)cc1	4.2%	0.6%	-4.1%
CC(C)Oc1cccc(C(=O)C2CCCN(C(=O)c3csnn3)C2)c1 (stereo unspecified)	-5.4%	0.6%	3.5%
COc1ccc(CCN(C)CCC(=O)Nc2cc(C)ccc2C)cc1OC	6.7%	?	16.9%
COc1ccc(-c2csc(/N=C/N(C)C)n2)cc1OC	5.6%	2.0%	-0.8%
C=CCN1C(c2ccc(Br)cc2)=CS/C1=C(\C#N)c1nnc(N2CCOCC2)n1-c1ccccc1	-4.3%	?	/
O=C(NCCN1CCCC1)C1CCC(=O)N(CCCN2CCOCC2)C1 (stereo unspecified)	16.1%	-13.4%	-6.6%
CN(CC(=O)NCc1ccccc1)S(=O)(=O)c1ccc2c(c1)CCC(=O)N2	23.3%	13.7%	-12.7%
Cc1cccn2c(=O)c(C=C(C#N)C#N)c(N3CCN(C)CC3)nc12	-12.6%	3.0%	-8.2%
O=C(Nc1ccc(Cl)c([N+](=O)[O-])c1)c1ccc2c(c1)OCCO2	3.7%	?	7.1%
O=S(=O)(N/N=C/c1cn(Cc2ccccc2)c2ccccc12)c1ccccc1	-14.8%	-11.2%	5.7%
CCCc1c(O)nc(SC2CC(=O)N(c3ccc(OC)cc3)C2=O)[nH]c1=O (stereo unspecified)	0.2%	-6.4%	-0.2%
Cn1c(=O)c2c(SCC(=O)NCc3ccco3)nc(-c3ccccc3)nc2n(C)c1=O	-8.9%	4.4%	/
Cc1ccc(OC/C(O)=C(\C#N)c2nc3ccccc3s2)cc1	6.0%	?	-2.9%
COc1ccc2oc(=O)c(C(=O)Oc3ccc(NC(C)=O)cc3)cc2c1	-3.6%	-5.6%	-3.1%
C[C@@H]1CCCCCCCCCCC1=O	0.0%	0.4%	-3.0%

Structures from the list above with a furan ring, fused or not (two):
SMILES	FEN1 inhibitor	TDP1 cell CPT	N370S GC
CCS(=O)(=O)c1ncc(N(Cc2ccc(F)cc2)Cc2ccco2)c(C(=O)Nc2cc(C)ccc2C)n1	-4.5%	?	/
Cn1c(=O)c2c(SCC(=O)NCc3ccco3)nc(-c3ccccc3)nc2n(C)c1=O	-8.9%	4.4%	/

Continuation.
SMILES	FEN1 inhibitor	TDP1 cell CPT	N370S GC
Cc1cccc(NC(=O)CSc2nnc(C3CC3)n2CC2CCCO2)c1 (stereo unspecified)	12.5%	26.9%	5.5%
CCCCc1nn2c(=O)cc(COC(=O)c3ccccc3NC(=O)c3cccc(C)c3)nc2s1	-4.0%	5.9%	/
CCOC(=O)C1CCN(C(=O)c2ccc3c(c2)OCO3)CC1	-12.8%	-8.3%	-1.8%
N=c1oc2cc(O)ccc2cc1C(=O)Nc1ccc(Cl)cc1	-21.8%	?	?
O=C(CN1CCCCC1)Nc1nc(-c2ccc(Cl)cc2)cs1	-14.2%	?	-6.3%
CCOC(=O)[C@H]1[C@H]2COc3ccc(Cl)cc3[C@@H]2N2C(=O)CN(Cc3ccc(C)cc3)C(=O)[C@@]12C	1.7%	18.4µM*	/
CC(C)c1ccc(-n2ccnc2SCC(=O)O)cc1	7.2%	-2.0%	-1.2%
CCCN1CCC2(CC1)NC(C(=O)O)Cc1c2[nH]c2ccccc12 (stereo unspecified)	10.5%	-1.6%	-11.1%
O=C(COc1cccc(C(F)(F)F)c1)N1CCN(c2ccccc2O)CC1	-10.9%	-15.5%	-9.6%
CCN(C(=O)c1ccc(Br)o1)C1CCS(=O)(=O)C1 (stereo unspecified)	-9.6%	5.6%	0.4%

For reference, part of the list above.
SMILES	FEN1 inhibitor	TDP1 cell CPT	N370S GC
CC(C)c1ccc(-n2ccnc2SCC(=O)O)cc1	7.2%	-2.0%	-1.2%
CCCN1CCC2(CC1)NC(C(=O)O)Cc1c2[nH]c2ccccc12 (stereo unspecified)	10.5%	-1.6%	-11.1%
O=C(COc1cccc(C(F)(F)F)c1)N1CCN(c2ccccc2O)CC1	-10.9%	-15.5%	-9.6%
CCN(C(=O)c1ccc(Br)o1)C1CCS(=O)(=O)C1 (stereo unspecified)	-9.6%	5.6%	0.4%

Going on with the list.
SMILES	FEN1 inhibitor	TDP1 cell CPT	N370S GC
OC(COC(c1ccccc1)c1ccccc1)CN1CCN(c2ccccn2)CC1 (stereo unspecified)	-22.9%	-21.1%	-22.9%
COc1ccc(S(=O)(=O)NCC2CCC(C(=O)NCc3cccnc3)CC2)cc1 (stereo unspecified)	9.4%	-19.6%	2.3%
CC1CCCC(C)N1C(=O)CN1C(=O)C(C)(C)Oc2ccc(C(=O)NC3CCCCC3)cc21 (stereo unspecified)	-11.5%	-8.6%	4.2%
Cc1ccc(-c2nc3ccccc3s2)cc1NC(=O)c1ccc2c(c1)OCO2	-6.0%	?	7.3%
COc1ccc(CC(=O)Nc2oc(-c3ccccc3)c(-c3ccccc3)c2C#N)cc1OC	-18.2%	-12.6%	16.0%
O=C(CN1C(=O)c2ccccc2C1=O)OCC(=O)N1CCc2ccccc2C1	-3.9%	-11.5%	14.3%
COC(=O)c1c(NC(=O)COc2cc(C)ccc2C(C)C)sc2c1CCC(C)C2 (stereo unspecified)	-11.6%	1.2%	/
O=S(=O)(Nc1ccccc1Cl)c1ccc(NS(=O)(=O)c2cccs2)cc1	1.8%	4.2%	-18.2%
Cc1cc(C)n2nc(SCC(=O)N/N=C/c3cccc(Br)c3)nc2n1	-6.7%	?	1.6%
Fc1ccc(/C=C/c2nnc(-c3cccs3)o2)cc1	-16.3%	7.5%	4.3%
C/C(=N\NC(=O)c1cccc(S(=O)(=O)N2CCCC2)c1)c1ccncc1	-7.0%	6.1%	/
CC(COc1ccccc1)OC(=O)Nc1ccccc1 (stereo unspecified)	-0.8%	-1.8%	/
Cc1cccc(S(=O)(=O)Nc2ccncc2)c1	-6.4%	6.2%	-2.5%

Compound activity: PubChem BioAssay, National Center for Advancing Translational Sciences (NCATS)
